From PubChem
Vif-A3F inh: Vif-A3F binding inhibition | AID 602313 | 0.2% of 390,000 active | HeLa A3F-eYFP + Vif (tagged APOBEC3F with the HIV-1 protein that degrades it), YFP fluorescence increase | Potency, µM (highest dose often 46.1 µM), inactives show at the highest dose activity, negative = active; also: potency is read from the fitted curve at half-maximal effect; % of control where 0% means no effect; nearly all actives have a fitted effect of over 65% in size
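HeLa cells stably expressing A3F-eYFP plus Vif, plated and incubated overnight at 37 deg C, then exposed to compounds overnight at 37 deg C. Blocked degradation read as raised yellow fluorescence (Ex 488/Em 500-530).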
mIDH1 inhibitor: inhibitors of human mutant IDH1 R132H; Potency, µM (titrated, usually from 76.6 µM), for inactives: top-dose activity change, negative = inhibition, usual class: inhibitors; 0.093% of 390,000 active; IDH1-R132H enzyme, NADPH consumption, diaphorase/resazurin fluorescence; O75874; also: potency is read from the fitted curve at half-maximal effect; % is scaled to controls: 0 for no effect and ±100 for the full control effect; nearly all actives have a fitted effect of over 65% in size
Target sequence (O75874 whole entry R132H, stated change not applied): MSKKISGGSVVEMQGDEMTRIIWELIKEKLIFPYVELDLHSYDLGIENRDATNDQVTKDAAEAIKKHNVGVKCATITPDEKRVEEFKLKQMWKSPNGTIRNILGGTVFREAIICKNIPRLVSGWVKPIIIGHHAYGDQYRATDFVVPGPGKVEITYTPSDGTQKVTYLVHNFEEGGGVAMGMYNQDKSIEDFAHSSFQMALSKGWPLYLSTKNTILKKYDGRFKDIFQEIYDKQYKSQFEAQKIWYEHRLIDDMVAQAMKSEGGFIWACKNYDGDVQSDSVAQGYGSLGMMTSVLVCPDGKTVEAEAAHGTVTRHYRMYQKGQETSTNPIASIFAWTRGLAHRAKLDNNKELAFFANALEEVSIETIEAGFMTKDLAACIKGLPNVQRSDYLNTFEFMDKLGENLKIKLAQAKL
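IDH1-R132H (0.5 ug/mL) preincubated 30 min with compound, then NADPH (0.016 mM) and alpha-KG (2 mM) added; 80 min at RT, pH 7.5. Remaining NADPH coupled via diaphorase/resazurin to fluorescence (540/590 nm); concentration-response curves normalized to no-enzyme control.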
Glioma ERSR ind: induces the endoplasmic reticulum stress response in human glioma cells. Potency, µM, for inactives: at the highest dose activation, hits mostly activators. 0.02% of 420,000 active. U87-MG GRP78 promoter luciferase reporter, 16 h; also: potency is read from the fitted curve at half-maximal effect; series mostly up to about 76 µM; % of control where 0% means no effect; nearly all actives have a fitted effect of over 35% in size
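ERSR induction read as luciferase luminescence (Bright-Glo, 10 min at room temperature) in stably transfected human U87-MG glioma cells exposed to compounds for 16 h, using GRP78 as sensor.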
RXFP1 agonist: RXFP1 (human) receptor agonism; Q9HBX9; HEK293T-RXFP1 cAMP TR-FRET, 30 min; response scale: percent of porcine relaxin response, buffer zero; Potency, µM (doses to about 57.5 µM), for the others: at the highest dose activation, most hits filed as activators; 0.3% of 370,000 active; AID 2676; also: potency is read from the fitted curve at half-maximal effect; % is scaled to controls: 0 for no effect and ±100 for the full control effect; nearly all actives have a fitted effect of over 60% in size; many of its hits are not listed in these tables
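cAMP rise read by TR-FRET after 30 min, 37C compound exposure (up to 58 uM) in RXFP1-transfected HEK293 cells with Ro 20174 present. EC50 from Hill-equation fits, with 29 nM porcine relaxin as 100% and buffer as basal.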
LDHA block: blocks human lactate dehydrogenase A. activity change, % (values are at about 110 or 230 µM). purified LDHA, NADH/diaphorase-resazurin fluorescence; stronger effect = lower value. 0.15% of 480,000 active. P00338; in the data active = activity change below about -30%; inconclusive = mostly about -25% to -30%;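 also: plate controls were DMSO wells for no effect and wells without enzyme for full effect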
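Resorufin fluorescence (ex540/em590), read at 0 and 20 min after diaphorase/resazurin addition, reports the NADH left after a 5 min room-temperature reaction of 2 nM human LDH5 with 0.06 mM NADH and 0.2 mM pyruvate.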
PI4K2A block: blocks human PI4K2A kinase activity; activity change, negative = inhibition, % at 76.9 µM; AID 1346378; Q9BTU6; 0.13% of 420,000 active; purified PI4K2A, ADP-Glo luminescence, 1 h; stronger effect = lower value; in the data active = activity change below about -50%; inconclusive = mostly about -30% to -49%;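 also: -100% = wells without enzyme as full effect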
Target sequence (Q9BTU6 whole entry, looked up): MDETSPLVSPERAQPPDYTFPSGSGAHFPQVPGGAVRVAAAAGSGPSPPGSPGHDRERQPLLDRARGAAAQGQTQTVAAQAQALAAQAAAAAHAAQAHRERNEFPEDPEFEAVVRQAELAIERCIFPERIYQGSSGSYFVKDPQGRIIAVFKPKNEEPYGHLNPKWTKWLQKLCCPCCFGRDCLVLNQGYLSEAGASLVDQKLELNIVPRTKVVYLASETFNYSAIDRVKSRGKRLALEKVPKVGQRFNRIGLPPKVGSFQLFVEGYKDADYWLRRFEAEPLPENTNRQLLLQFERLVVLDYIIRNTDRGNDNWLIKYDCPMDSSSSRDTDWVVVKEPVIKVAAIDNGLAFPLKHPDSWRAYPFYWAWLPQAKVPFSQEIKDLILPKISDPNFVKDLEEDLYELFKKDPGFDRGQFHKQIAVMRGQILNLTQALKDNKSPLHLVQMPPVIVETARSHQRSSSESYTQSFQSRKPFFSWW
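ADP-Glo luminescence measured ADP generated by PI4K2A enzyme (4 ug/mL before mixing) with 1.2 mM PI substrate (pre-mix) and 300 microM ATP (pre-mix). Tris pH7.5 buffer with MgCl2, Triton X-100; 1 h reaction at ambient temperature.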
TrxR1 substrate: substrates of rat thioredoxin reductase 1 | 0.01% of 390,000 active | purified TrxR1 substrate turnover, NADPH consumption readout | O89049 | Potency, µM (series often up to 114 µM), without a hit: at the top dose activity change, negative = substrate turnover | AID 588456; also: potency is read from the fitted curve at half-maximal effect; % is scaled to controls: 0 for no effect and ±100 for the full control effect; nearly all actives have a fitted effect of over 50% in size
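Rat TrxR1, dispensed at 90 nM, was prereduced with 400 uM NADPH (final) for 5 min at ~22 deg C, then incubated with compound 15 min before 400 uM selenite. A first-read NADPH fluorescence drop versus no-compound background flagged substrates.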
USP1 inh: blocks the human USP1/UAF1 deubiquitinase complex; O94782; recombinant USP1/UAF1, Ub-Rhodamine cleavage fluorescence; Potency, µM (doses to about 57.1 µM), without a hit: at the top dose activity change, negative = inhibition, usual class: inhibitors; 0.23% of 390,000 active; AID 743255; also: potency is read from the fitted curve at half-maximal effect; % is scaled to controls: 0 for no effect and ±100 for the full control effect; nearly all actives have a fitted effect of over 60% in size; inactives centre near -12
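USP1/UAF1 complex (1 nM) preincubated 15 min at room temperature with compound, then Ub-Rho substrate (150 nM final) added. Kinetic fluorescence at 480/540 nm over 6 reads at 60 s intervals; 50 mM HEPES pH 7.8, 0.5 mM EDTA, 0.1 mg/ml BSA, 1 mM TCEP, 0.01% Tween-20.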
Vif-APOBEC3G blk: Vif-A3G binding inhibition; AID 602310; HeLa A3G-eYFP + Vif (tagged APOBEC3G with the HIV-1 protein that degrades it), YFP fluorescence, overnight; Q9HC16; 0.076% of 410,000 active; Potency, µM (doses to about 46.1 µM), for inactives: top-dose activity, negative = active, most hits filed as inhibitors;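 also: potency is read from the fitted curve at half-maximal effect; % is scaled to controls: 0 for no effect and ±100 for the full control effect; nearly all actives have a fitted effect of over 60% in size; hits raise eYFP signal because A3G escapes Vif-driven loss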
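HeLa cells stably expressing Vif and C-terminally eYFP-tagged A3G, seeded overnight at 37 deg C, then exposed to compound by pintool overnight at 37 deg C. Rise in yellow fluorescence (Ex 488/Em 500-530, Acumen) marks blocked Vif-driven A3G degradation.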
Starred values were filed as active, the others as inactive; ? = inconclusive; . = no result given; & = joins results of further samples; [ ] = dose if it differs, or a comment. Unless noted, calls follow the shape of the dose curve; as a rule, active = well fitted curve in the direction sought with a large enough effect; inconclusive = small, poorly fitted or top-dose-only effect, or another doubt; inactive = no such curve, though single readings can be large; an effect the other way counts as inactive or inconclusive. A portion of the library; the hit share may differ from the screen's.

SMILES	USP1 inh	LDHA block	Glioma ERSR ind	PI4K2A block	mIDH1 inhibitor	TrxR1 substrate	Vif-APOBEC3G blk	Vif-A3F inh	RXFP1 agonist
COC(=O)CN=Cc1c(C)[nH]n(-c2ccccc2)c1=O	-6.4%	-1.4	3.8%	3.1	9.1%	-13.5%[57.1 µM]	5.5%	1.6%	0.9%
Cc1cc(C)c2c(c1)cc(C)c1nnc(SCC(=O)Nc3ccccc3N3CCOCC3)n12	-14.7%	-1.2	-3.7%	0.1	0.9%	-14.2%	-7.8%	1.4%	-1.1%
COc1ccc(Br)c(C(=O)N2CCCC2(C)C(=O)NCC(C)C)c1 (centres undefined)	.	-6.9	-0.9%	2.3	.	.	-1.1%	.	.
COc1ccc(C(CNC(=O)c2cccc(NS(=O)(=O)c3ccc(C)c(F)c3)c2)N2CCCC2)cc1 (centres undefined)	-0.6%	-3.1	-3.3%	-1.7	-8.5%	3.5%	-0.7%	-19.1%	-0.1%
O=C(O)/C=C/C(=O)NCCC1=CCCCC1	-18.1%	0.4	-1.5%	-2.8	-1.7%	3.3%	-0.6%	-7.6%	-0.6%
CN(CC(=O)NCCc1ccccc1)S(=O)(=O)c1cccc2nsnc12	-15.0%	4.1	2.6%	-0.8	2.8%	-7.7%	-1.6%	-4.1%	0.4%
O=C(O)/C=C/C(=O)NC1CCC(CC2CCC(NC(=O)/C=C/C(=O)O)CC2)CC1 (centres undefined)	-3.2%	6.8	-0.3%	7.4	6.0%	-15.5%[57.1 µM]	-6.4%	9.2%	0.8%
CCN(CC)C(=O)C1=C(C)N(Cc2ccc(F)cc2)C(=O)C(CC(=O)NC2CCCC2)C1 (centres undefined)	-9.1%	2.3	0.9%	-1.0	1.5%	.	-0.7%	-0.7%	.
Cc1ccnc(SCCn2c(N3CC(C)OC(C)C3)nc3c2c(=O)n(C)c(=O)n3C)n1 (centres undefined)	7.8%	-8.6	-4.9%	1.0	-3.6%	3.2%[57.1 µM]	-1.4%	-8.9%	0.3%
CC(CCn1cccn1)NC(=O)c1cc(COc2ccc(F)cc2F)on1 (centres undefined)	-6.6%	-12.3	-1.4%	-13.2	12.0%	4.0%[57.1 µM]	-0.1%	-0.1%	0.9%
COc1cccc(CCNC(=O)CCc2nnc(-c3cc(C)oc3C)o2)c1	-12.5%	-1.7	2.1%	-21.7	-16.2%	3.6%	0.5%	-0.1%	3.2%
Cc1cccc(N2CC(O)(c3cccs3)[N+]3=C2CCCC3)c1 (centres undefined)	-24.0%	-5.5	-5.0%	5.9	-0.4%	9.7%[57.1 µM]	-2.3%	2.1%	0.6%
COc1cc2oc(=O)ccc2cc1[C@H](O)[C@@H](O)C(C)(C)O	-5.6%	-3.4	-4.6%	2.0	-1.2%	52.2%[activator][57.1 µM]	-12.8%	-3.7%	1.8%
Cc1ccc(NC2=NC(c3ccc(F)cc3)n3c(nc(C)cc3=O)N2)cc1 (centres undefined)	-16.7%	-7.5	17.8%	-1.0	-6.3%	4.1%[57.1 µM]	-2.8%	-2.5%	0.2%
FC(F)(F)c1ccc(Cl)c(-n2c(Cc3cccs3)n[nH]c2=S)c1	1.7%	-3.7	-2.1%	1.4	10.7%	-5.2%	0.4%	-2.9%	0.7%
COC(=O)c1ccc(NC(=O)C2CCCO2)cc1 (centres undefined)	-19.0%	-11.5	-2.3%	3.5	-2.4%	-2.8%	1.2%	-5.2%	0.3%
CCOC(=O)/C(C#N)=C1/C=Nc2ccccc2N1	-14.3%	-4.0	-1.6%	0.0	8.4%	-14.5%	1.6%	-11.8%	0.2%
COc1ccccc1OCCNC(=O)C1CC(=O)N(Cc2ccccc2)C1 (centres undefined)	-7.6%	-0.8	5.1%	3.9	-18.2%	4.5%	-2.2%	3.4%	1.0%
N#Cc1c(-c2ccccc2)cc(C2CC2)nc1SCC(=O)c1cccs1	-8.8%	-3.4	0.7%	7.2	0.0%	3.2%	-15.9%	?	-0.1%
C=CCN(CC=C)C(=O)c1ccccc1NC(=O)c1ccccc1C	-2.2%	1.3	-3.4%	-1.9	1.8%	-13.1%	-0.7%	-5.2%	1.1%
COC(=O)c1c(NC(=O)COc2cc(C)ccc2C(C)C)sc2c1CCC(C)C2 (centres undefined)	-3.2%	-1.8	2.6%	-9.4	-15.1%	-5.9%	-8.7%	2.0%	-1.9%
CCn1c(SCC(=O)N2CCCC2)nc2c(c1=O)SCC2	-20.1%	-2.1	3.7%	4.9	5.9%	-10.5%	0.0%	-12.0%	5.5%
Cc1ccc(NC(=O)c2ncn(CC(=O)N3CCN(c4ccccn4)CC3)n2)cc1C	-4.0%	-13.4	-0.3%	3.0	0.0%	2.0%	-0.7%	1.8%	.
COc1ccc(NS(=O)(=O)c2ccc(NS(=O)(=O)c3ccc(SC)cc3)cc2)c(OC)c1	-9.5%	-8.2	-1.9%	0.7	-8.2%	-3.3%	-0.8%	-22.6%	-1.8%
Cc1[nH]c(=O)[nH]c(=O)c1C1N2CC3(C(C)C)CN1CC(C(C)C)(C2)C3=O (centres undefined)	-13.7%	-3.7	-3.1%	2.8	-12.2%	0.0%	-2.7%	5.9%	-0.5%
N#Cc1nc(COc2ccccc2Cl)oc1N1CCCCCC1	-21.4%	-1.3	0.3%	-1.3	-3.8%	-2.3%	1.0%	-2.9%	-2.8%
CC(C)(C)c1ccc(O)c(O)c1	-22.6%	15.9	-3.4%&-8.3%	2.7	0.0%	12.4%	-6.2%	-19.3%	1.1%
CCc1cccc(NC(=O)CNS(=O)(=O)c2ccc3nc(C)sc3c2)c1	-8.4%	-4.2	.	2.3	.	4.2%	.	.	-0.1%
N#CC1=C(N)OC2=C(CCc3ccccc32)C1c1ccccc1Cl (centres undefined)	-18.7%	2.2	-0.2%	-4.1	-6.0%	-7.7%	?	-13.2%	0.4%
CC(=O)OC[C@]1(OC(C)=O)C[C@@]23CC[C@H]4[C@@](C)(CCC[C@@]4(C)C(=O)O)[C@@H]2CC[C@@H]1C3	-31.3%	-1.9	-2.1%	-1.8	-8.4%[38.3 µM]	-6.2%	0.0%	-0.4%	3.3%
CN(CC12CC3CC(CC(C3)C1)C2)C(=O)c1ccco1	-25.3%	-0.7	0.0%	-1.2	1.3%	3.3%	-3.6%	-8.4%	.
COCCNC(=S)N/N=C(\C)c1ccccc1OC	-15.6%	-3.2	-4.9%	4.6	4.8%	-7.9%	0.1%	-13.3%	1.9%
Cc1nnc(NC(=O)CSc2ncnc3c2cnn3-c2ccccc2C)s1	-7.7%	-0.4	-3.5%	1.4	0.0%	-3.4%	0.0%	-2.7%	18.4%
CCCS(=O)(=O)c1ncc(Cl)c(C(=O)N2CCN(c3ccc(OC)cc3)CC2)n1	-5.2%	4.9	-11.1%	-2.9	6.5%	5.3%[57.1 µM]	-22.0%	4.9%	1.4%
O=C(CSc1nc2[nH]ncc2c(=O)n1-c1ccccc1Br)NCc1ccccc1Cl	-11.1%	-3.9	-3.4%	-2.6	1.2%	4.3%	-5.2%	2.6%	22.0%
COc1ccc(C(=O)Nc2nc(-c3nnn(-c4ccc(C(C)C)cc4)c3C)ns2)cc1	-0.3%	-16.5	-1.9%	-1.4	13.3%	3.1%[57.1 µM]	0.8%	0.3%	5.7%
CN(C(=O)Cn1cnc2sccc2c1=O)C1CCCCC1	-8.0%	-8.8	-4.1%	0.1	0.0%	5.1%	-0.7%	5.5%	-0.7%
O=C(CCN1C(=O)c2ccccc2C1=O)N(CCO)Cc1ccccc1	-11.7%	-2.9	-3.9%	1.6	-0.2%	1.4%[57.1 µM]	-2.6%	4.9%	-1.0%
CCn1c(=O)n(CC)c2cc(NC(=O)c3ccccc3Cl)ccc21	-22.1%	-2.2	-3.1%	1.8	-3.3%	-0.9%	-5.2%	-0.1%	1.8%
COc1ccc(C(CNC(=O)CNC(=O)c2ccccc2Cl)N2CCCC2)cc1 (centres undefined)	-17.1%	-4.5	-1.9%	-2.0	-0.8%	1.8%	-3.3%	8.4%	0.2%
O=C(NCCCn1ccnc1)c1cn(Cc2ccc(F)cc2)nn1	-15.6%	0.7	-4.2%	-7.0	4.2%	-2.2%	-0.3%	-4.2%	0.6%
O=C(O)Cn1c(=O)cnc2ccccc21	-16.2%	-1.4	-3.2%	3.7	0.3%	25.5%	6.4%	-1.8%	5.1%
Cc1ccc(C(=O)NCc2cccnc2)cc1S(=O)(=O)Nc1ccccc1	-2.1%	-4.9	-0.7%	1.8	3.0%	-1.7%	-2.8%	9.5%	-0.7%
